# E coli growth – bacterial growth inhibition, counter-screen for AddAB inhibitors; inhibition, % at 11.9 µM; 330,000 compounds, 0.27% hits; E. coli V3065 growth, OD600 absorbance, 18 h; AID 449728;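 active means inhibition above the campaign's mean inhibition across all tested compounds plus 3 SD, cut at about 9.9% in these data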;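 further: uninfected addAB+ strain grown without phage in ampicillin broth; 0% = DMSO wells and 100% = ciprofloxacin 0.95 µg/ml wells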
# phage Ecoli inh – E. coli growth loss with phage present; 360,000 compounds, 0.26% hits; AID 651602; growth absorbance; inhibition, % at 11.9 µM; in the data active means inhibition above about 11%
# AddAB inh – less growth of phage-infected E. coli with AddAB; E. coli expressing H. pylori AddAB, absorbance growth; 330,000 compounds, 0.29% hits; inhibition, % at 11.9 µM; in the data active means inhibition above about 12%;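 further: 0% = vehicle wells of infected cells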
# PfHsp90 set2 – growth inhibition of yeast expressing Plasmodium Hsp90. 310,000 compounds, 0.32% hits. inhibition, % at 9.4 µM. S. cerevisiae expressing PfHsp90, BacTiter-Glo ATP, 48 h; yeast lacking PDR1 and PDR3 efflux regulators. AID 504621;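 active means every replicate shows inhibition above about 80%, whatever the replicate mean, limit read from the data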;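 further: 0% = DMSO neutral controls and 100% = 20 µM radicicol positive controls; yeast relying on Plasmodium falciparum Hsp90 in place of its own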
# MOR-DOR ag – agonists of human mu-delta opioid receptor heterodimerization. cells, OPRM1-OPRD1 heterodimerization, luminescence. activation, % at 9.3 µM. P35372+P41143. 340,000 compounds, 0.3% hits; in the data active means activation above about 18%;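 further: 0% = vehicle-treated cells and 100% = reference agonist; values of inactives mirror those of a sister screen read the other way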
# Target sequence (P35372 whole entry, looked up): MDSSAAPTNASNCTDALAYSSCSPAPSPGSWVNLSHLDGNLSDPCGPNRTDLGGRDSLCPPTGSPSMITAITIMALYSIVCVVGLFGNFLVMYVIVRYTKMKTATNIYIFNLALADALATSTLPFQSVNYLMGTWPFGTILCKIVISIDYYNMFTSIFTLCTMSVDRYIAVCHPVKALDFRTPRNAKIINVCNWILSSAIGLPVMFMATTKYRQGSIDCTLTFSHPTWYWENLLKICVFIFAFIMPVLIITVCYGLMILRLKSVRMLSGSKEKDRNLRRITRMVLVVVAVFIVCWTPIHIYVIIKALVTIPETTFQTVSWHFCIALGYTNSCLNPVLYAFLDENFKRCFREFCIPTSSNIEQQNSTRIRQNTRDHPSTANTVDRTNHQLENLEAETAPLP
# Target sequence (P41143 whole entry, looked up): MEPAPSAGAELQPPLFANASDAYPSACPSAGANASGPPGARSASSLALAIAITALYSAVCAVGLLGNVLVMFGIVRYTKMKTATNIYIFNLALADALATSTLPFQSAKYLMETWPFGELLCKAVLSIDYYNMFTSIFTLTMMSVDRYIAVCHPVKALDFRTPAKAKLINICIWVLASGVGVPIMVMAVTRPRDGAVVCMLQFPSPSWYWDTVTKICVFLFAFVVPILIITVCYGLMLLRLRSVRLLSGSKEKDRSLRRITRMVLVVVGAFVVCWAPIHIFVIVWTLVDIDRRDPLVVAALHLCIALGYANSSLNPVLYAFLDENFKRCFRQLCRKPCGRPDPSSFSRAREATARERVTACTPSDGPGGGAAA
# PKA-R1A act – PKA-R1A complex activation | PKA-R1A dissociation, Cy5-IP20 fluorescence polarization; scaled: DMSO 0%, 113 µM cGMP 100% | 340,000 compounds, 0.083% hits | activation, % at 11.4 µM | P00514+P68181;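 active means percent activation above the mean of all tested compounds plus 3 SD, cut at about 19% in these data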;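 further: higher means more PKAc released from R1A so a rise in polarization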
# Tat transport – blocks Tat-dependent protein export in E. coli; E. coli MC4100 TorA-mCherry Tat export, fluorescence; inhibition, % at 10 µM; 340,000 compounds, 0.036% hits; AID 488895;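 active means mean replicate inhibition at least 50% and at least half of replicates individually reaching 50%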;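 further: exported cargo escapes ClpAP degradation while cytoplasmic cargo is degraded and loses fluorescence; 0% = median of neutral control wells and 100% = median of NaSCN control wells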
# Pemphigus Ab inh – inhibitors of pemphigus antibody binding to human desmoglein-3. AID 588358. 310,000 compounds, 0.48% hits. binding (percent of control), % at 10 µM. DSG3-coupled beads, scFv-anti-DSG3-GFP binding, flow cytometry; hits give low values. P32926;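 active means binding more than 3 SD below its plate's average and above zero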;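 further: hits lower antibody fragment binding to DSG3; some compounds called inactive have numbers as strong as hits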
# SUMO Mot1 rescue – SUMOylation pathway inhibition by Mot1-301 growth rescue; AID 2716; S. cerevisiae Mot1-301 growth rescue, ATP luminescence, 38.5C; percent above DMSO median, 100 means doubled; growth rescue, % at 18.8 µM; 320,000 compounds, 1% hits;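 active means every valid replicate shows activation above 250% relative to neutral control wells; inactive means the rest, any valid replicate at or below 250%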;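 further: OY570 slx delta 5 strain wells were the positive control but not used for scaling; some compounds called inactive have numbers as strong as hits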
# Arrestin-AP2 inh – human beta-arrestin and AP2 interaction inhibition; 340,000 compounds, 0.31% hits; inhibition, % at 10 µM; FITC-arrestin peptide / GST-AP2 beads, flow cytometry; AP2 beta2 appendage carries R879A mutation;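 active means inhibition above a set limit, near 3 SD of compounds lacking own fluorescence, cut at about 54% in these data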;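 further: plate controls were DMSO wells for no effect and 5 µM unlabelled arrestin peptide for full effect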
#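 test system = AP2 appendage R879A on GSH beads | buffer or medium = PBS plus Tween 20 (0.05%) and BSA (0.1%) | incubation = 12 min plus 1 h, RT | detection = bead flow cytometry, FITC channel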
# OPRM1-OPRD1 inv – inverse agonist of human OPRM1-OPRD1 heterodimerization | P35372+P41143 | cell-based MOR-DOR heterodimer luminescence, inverse agonism | inhibition, % at 9.3 µM | 340,000 compounds, 0.21% hits | AID 504357; in the data active means inhibition above about 22%, passing the limit was not always enough;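 further: 0% = cells with DMSO and 100% = wells without cells with DMSO; values of inactives mirror those of a sister screen read the other way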
# * hit, by the source's call; . = no result given.
SMILES,E coli growth,phage Ecoli inh,AddAB inh,PfHsp90 set2,MOR-DOR ag,PKA-R1A act,Tat transport,Pemphigus Ab inh,SUMO Mot1 rescue,Arrestin-AP2 inh,OPRM1-OPRD1 inv
Cc1ccc(-n2nnnc2SCC(=O)Nc2ccc(N3CCN(C)CC3)cc2)c(C)c1,-0.7,2.6,0.9,-5,-1.6,-6,4,100,-14,-3,8
CN(C(=O)Cn1c(=O)oc2ccccc21)C1CCCCC1,-2.8,4.7,-0.8,20,-3.2,-3,7,98,0,4,17
Cc1cc(NC(=O)CSCC(=O)OC(C)C(=O)N(C)Cc2ccccc2)no1 (stereo unspecified),0.7,2.3,3.1,.,-2.4,3,2,103,26,-7,15
COc1ccc(S(=O)(=O)N2CCCC2)cc1C(=O)N1CCOCC1,0.7,4.2,5.0,8,-3.5,14,-2,95,5,13,18
CN(C(=O)COc1cc(=O)n(C)c2ccccc12)c1ccc(Cl)cc1,2.2,2.3,4.0,12,-2.6,-5,-13,106,447*,-2,13
Cc1ccc2c(c1)N(CC(=O)NCCCN1CCCCC1C)C(=O)c1cccnc1O2 (stereo unspecified),-2.2,1.6,-0.4,10,-0.7,13,5,.,36,1,4
Cc1ccc(-c2nnc(N(C)C(=O)c3ccncc3)s2)cn1,-1.3,2.1,0.1,-9,-2.3,-5,5,101,19,-4,13
O=C(CCCN1C(=O)/C(=C/c2ccco2)SC1=S)Nc1cccc(C(=O)O)c1,2.5,1.3,1.8,-20,2.1,-4,-3,99,-9,24,-11
O=C(CCc1nnc(Cc2ccc3c(c2)OCO3)o1)N(CC1CCC1)CC1CCCO1 (stereo unspecified),-1.4,3.8,1.3,22,-3.1,-3,-1,103,15,27,17
O=C(CN1C(=O)S/C(=C/c2cccs2)C1=O)N1CCOCC1,0.3,2.9,2.8,21,-0.3,-11,-7,105,246,31,2
COc1cc(Cl)c(C)cc1NC(=S)NN,1.4,2.6,-0.5,-10,-0.4,-8,-3,102,10,-26,2
FC(F)(F)c1cccc(/C=N/NC(=S)NC2CCCCC2)c1,2.0,0.9,0.2,-19,7.2,1,-1,.,-4,-4,-33
[O-][N+](=C(c1ccccc1)c1ccccc1)c1ccccc1,.,0.7,.,.,-3.1,-10,-5,89,.,-1,16
COc1ccc(S(=O)(=O)N2CCN(C(=O)C3CC3)CC2)cc1Br,1.1,0.1,-0.7,7,-2.6,10,-2,.,3,0,10
CCOc1cc(C(c2c(C)[nH][nH]c2=O)c2c(C)[nH][nH]c2=O)ccc1OC(=O)c1cccc([N+](=O)[O-])c1,0.6,0.0,0.5,.,-0.9,0,-4,102,3,-1,5
Cc1cc(C(=O)CSc2nc3ccccc3n2CCC#N)c(C)n1Cc1cccs1,-2.4,0.2,-0.8,-19,-2.0,-3,-26,99,10,3,10
COc1ccccc1-c1nnc(SCC(=O)NNC(=O)c2ccccc2F)n1C,-2.8,-1.3,2.3,-6,-3.4,-6,0,106,-5,9,14
Cc1ccnc(N2CCCC(C(=O)Nc3nnc(C)s3)C2)n1 (stereo unspecified),-1.1,2.0,-0.2,.,-1.9,-2,-7,103,-6,-3,10
COCCN(CC(=O)Nc1cccc(C)c1C)C(=O)c1cc(S(=O)(=O)N2CCCC2)ccc1C,1.2,0.0,0.2,.,-0.9,5,2,101,1,-11,3
CCNS(=O)(=O)c1ccc(CCC(=O)NCc2ccccn2)cc1,-0.3,2.5,2.6,2,-0.6,13,11,116,2,-10,3
COCCNC(=O)CCCCCNS(=O)(=O)c1ccc(C)cc1,2.7,2.9,0.2,0,-3.1,-5,-3,95,-18,6,14
C/C(=N\OCc1cccc(C(=O)O)c1)c1ccc(Cl)cc1,2.6,1.4,1.2,.,.,.,.,100,1,4,.
COc1ccc(C(=O)Nc2ccc3c(c2)OCO3)cc1OC,-1.2,1.9,1.7,.,0.0,6,-2,99,-20,2,0
CC1CCCCC12NC(=O)N(CC(=O)N1CCN(c3ccccc3)CC1)C2=O (stereo unspecified),1.1,1.8,0.0,19,-3.9,-11,-1,.,8,34,15
Cc1nn(Cc2ccc([N+](=O)[O-])cc2)c(=O)n1-c1ccccc1,1.2,5.9,-0.2,5,-2.4,3,-6,100,8,2,12
O=C(CSc1nc2ccccc2o1)Nc1cc(C(F)(F)F)ccc1N1CCOCC1,-1.9,3.5,-0.3,-22,3.9,-10,13,101,-13,5,-20
CC(C)=CC(=O)OCC(=O)Nc1nc(C)c(Cl)cc1Cl,0.3,2.0,3.5,13,-2.1,0,-12,102,-6,0,11
CC(N=C(NS(=O)(=O)c1ccc(Cl)cc1)c1ccccc1)C(=O)O (stereo unspecified),-1.8,-2.0,2.6,.,-1.3,2,-9,.,-3,-1,7
Cc1ccc(NC(=O)c2cc(S(=O)(=O)N3CCOCC3)c(Br)s2)cc1,-1.1,2.5,2.4,-7,2.8,-13,3,.,-18,12,-13
CCOC(=O)c1c(C)[nH]c(C(=O)OCc2ccc(F)cc2)c1C,.,-2.9,.,-7,5.5,8,1,109,-1,-10,-30

# Some entries already given with just PKA-R1A act, PfHsp90 set2 and Pemphigus Ab inh:
smiles | PKA-R1A act | PfHsp90 set2 | Pemphigus Ab inh
Cc1ccnc(N2CCCC(C(=O)Nc3nnc(C)s3)C2)n1 (stereo unspecified) | -2 | . | 103
COCCN(CC(=O)Nc1cccc(C)c1C)C(=O)c1cc(S(=O)(=O)N2CCCC2)ccc1C | 5 | . | 101
CCNS(=O)(=O)c1ccc(CCC(=O)NCc2ccccn2)cc1 | 13 | 2 | 116

# New compounds follow:
SMILES,E coli growth,phage Ecoli inh,AddAB inh,PfHsp90 set2,MOR-DOR ag,PKA-R1A act,Tat transport,Pemphigus Ab inh,SUMO Mot1 rescue,Arrestin-AP2 inh,OPRM1-OPRD1 inv
COc1ccc(S(=O)(=O)N(CCc2ccccc2)CC(=O)O)cc1,1.0,3.9,1.6,22,1.0,-10,21,.,4,1,-5
CCOC(=O)c1ccc(NCc2ccc(N(C)C)cc2)cc1,-3.4,3.0,3.4,-7,0.4,-4,-7,106,126,19,-2
CCN(CC(=O)Nc1c(F)cccc1F)C(=O)c1nc2nccc(C)n2n1,1.6,1.3,0.4,7,-1.2,-11,3,.,3,-5,5
COc1ccc(NC(=S)N2CCN(C(=O)c3ccco3)CC2)cc1,1.0,-0.6,3.0,-19,0.9,4,-3,.,1,40,-7
O=C(NCc1ccco1)c1ccc(Cl)c(S(=O)(=O)N2CCc3ccccc32)c1,1.9,1.3,3.5,0,2.7,-6,0,100,8,15,-14
CC1CCN(C(=O)CSc2nc3ccccc3[nH]2)CC1,-1.7,1.5,-1.3,.,-2.8,1,2,96,-3,10,14
O=C(OCCOc1ccccc1F)c1cc(S(=O)(=O)N2CCOCC2)ccc1F,.,3.2,.,19,-0.3,-5,-10,105,.,2,1
CC(=O)/C(C(=N)N1CCN(C(c2ccccc2)c2ccccc2)CC1)=C(\C)O,-0.3,0.7,-5.8,-3,0.0,2,-6,112,73,2,0
COC(=O)c1ccccc1NC(=S)N1CCN(c2ccccn2)CC1,0.4,4.2,-0.5,-20,-2.6,-6,-6,97,-12,-1,14
COc1ccc2[nH]cc(S(=O)(=O)c3ccc(C)cc3)c2c1,1.4,1.1,0.4,10,-1.5,3,1,98,-11,-5,7
FC(F)(F)c1ccc(C2Nc3cccc4cccc(c34)N2)cc1,.,4.4,.,10,0.4,3,1,87,.,9,-2
CC(=O)/C(=C/c1ccccc1)C(=O)Nc1ccccc1C,-1.4,0.7,2.8,-83,1.4,4,-3,93,-9,10,-10
CN(CC(CC(=O)Nc1nncs1)c1ccccc1)S(=O)(=O)c1ccccc1 (stereo unspecified),1.0,2.4,0.3,-13,-2.5,-11,5,104,10,-2,13
O=C(CN(CCc1ccccc1)C(=O)c1csnn1)NCc1ccc(F)cc1,-0.8,0.7,2.9,-4,-0.4,0,5,100,-5,20,2
CC(C)(C)NC(=O)CN(C(=O)CNC(=O)c1cccs1)c1ccccc1F,-0.2,2.5,1.4,30,-3.2,-8,1,109,-15,-4,17
CCn1c(SCC(=O)N/N=C/C(C)=C/c2ccco2)nnc1-c1ccccc1,-2.5,2.8,3.3,.,-0.5,-13,11,99,-7,2,3
CCOc1ccc(N=CC2=C(O)CC(C)(C)CC2=O)cc1,1.1,2.6,3.7,25,-2.0,-1,1,104,10,5,10
COc1ccc(CSCC(=O)NN=C2CCN(C)CC2)cc1,1.3,3.6,0.6,12,-1.2,-1,2,102,-4,1,6
CCOc1ccc(CO/N=C/c2c(C)[nH]c(=O)[nH]c2=O)cc1,0.9,1.7,-3.6,10,-1.3,13,-3,100,8,27,6
NC(N)=NS(=O)(=O)c1ccc(NC(=S)NC(=O)c2ccc(Br)cc2)cc1,1.4,0.7,5.4,-23,-1.5,2,-3,102,0,-8,8
N#Cc1ccc(C(=O)Nc2cc(S(=O)(=O)Nc3ccc(Cl)cc3)ccc2N2CCCCC2)cc1,2.5,1.4,2.4,-14,4.9,-7,12,123,-5,38,-27
Cc1ccc(S(=O)(=O)N2[C@@H](c3cccc(Cl)c3)C(C(=O)O)=CC[C@H]2c2cccc(C)c2)cc1,0.1,1.9,4.1,-2,-1.3,-6,1,121,-13,-1,7
COc1ccccc1NC(=O)C1CCCN(S(=O)(=O)c2cccc3nsnc23)C1 (stereo unspecified),4.5,4.1,4.4,-28,1.4,1,2,99,-5,6,-8
CN(Cc1ccccc1)C(=O)c1cccc(NC(=O)Cc2ccc(NC(=O)C3CCN(C(=O)C4CCCC4)CC3)cc2)c1,.,3.1,.,0,-1.2,0,-3,105,.,1,5
COc1ccccc1NC(=O)C(C)OC(=O)/C=C/c1ccc2ccccc2n1 (stereo unspecified),-2.1,-0.5,-1.4,5,3.6,-9,11,107,-3,5,-24
c1cncc(-c2ccc3ncnc(NCc4ccc5c(c4)OCO5)c3c2)c1,2.2,0.3,1.6,-17,-0.2,0,-6,98,-24,-3,1
CN1C/C(=C/c2ccccc2[N+](=O)[O-])C(=O)/C(=C\c2ccccc2[N+](=O)[O-])C1,.,1.6,.,12,8.6,3,7,83,.,2,-38
Cc1ccc(NNC(=O)C2CCC2)cc1C,-0.8,4.1,0.9,15,-4.7,3,3,105,-7,-1,24
CCN(CC)C(=O)Oc1ccc(Br)c2ccccc12,0.8,3.1,2.1,1,4.5,0,3,100,347,5,-20
CC(=O)c1sc(NC(=O)C(C)Oc2ccc3c(C)cc(=O)oc3c2)nc1C (stereo unspecified),-1.9,2.4,-1.6,3,-3.3,-4,-2,119,-13,-1,18
COc1ccc(CNC(=O)C2CCC(CNS(=O)(=O)c3cccs3)CC2)cc1 (stereo unspecified),-1.3,2.2,3.1,2,-2.9,-7,-8,102,3,0,16

# Source: PubChem BioAssay
